Diaphorase act: diaphorase activation or chemical reduction counter-screen; actives 0.005% (n = 190,000); AID 1229; activation factor at 20 µM; Diaphorase/resazurin coupled assay, resorufin fluorescence, 16 min; hits give high values; 1 = vehicle wells, 0 = NADH-free wells;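 active = diaphorase activity raised at least twofold by the compound at 20 µM; inactive = activation factor below 2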
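Material: Purified diaphorase enzyme from Clostridium kluyveri | Buffer or medium: 50 mM HEPES pH 7.4 with 4.542 mM MgCl2, 0.005% Tween 20 | Times: 16 min enzyme reaction, ambient temperature | Signal: Red resorufin fluorescence at 544/590 nm excitation/emission | Measure: Increased resorufin signal from activators or reducing compounds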
Diaph inh CS: counter-screen for diaphorase-based assays: diaphorase inhibitors and chemical oxidizers. AID 1217. inhibition, % at 20 µM. actives 0.69% (n = 190,000). diaphorase resazurin-to-resorufin fluorescence, NADH, 16 min; bacterial (C. kluyveri) enzyme, not human;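 active = primary screen inhibition at 20 µM above a set limit, cut at about 50% in these data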;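 also: plate controls were DMSO with full reaction for no effect and wells lacking NADH for full effect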
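System: Diaphorase enzyme from Clostridium kluyveri | Amount: Enzyme working solution with 0.14 U/mL diaphorase | Benchmarks: No-NADH positive control and DMSO neutral control | Signal: Fluorescence of resorufin formed from resazurin, Ex 544/Em 590 nm | Schedule: 16-min room-temperature incubation before reading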
PPARg SRC2 recr: agonists of SRC-2 recruitment by human PPARgamma; P37231; activation, % at 8 µM; actives 0.34% (n = 200,000); PPARgamma LBD-SRC-2 recruitment, biochemical; in the data active = activation above about 22%;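 also: 0% = vehicle and 100% = reference agonist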
Target sequence (P37231 whole entry, looked up, the tested form may be a part): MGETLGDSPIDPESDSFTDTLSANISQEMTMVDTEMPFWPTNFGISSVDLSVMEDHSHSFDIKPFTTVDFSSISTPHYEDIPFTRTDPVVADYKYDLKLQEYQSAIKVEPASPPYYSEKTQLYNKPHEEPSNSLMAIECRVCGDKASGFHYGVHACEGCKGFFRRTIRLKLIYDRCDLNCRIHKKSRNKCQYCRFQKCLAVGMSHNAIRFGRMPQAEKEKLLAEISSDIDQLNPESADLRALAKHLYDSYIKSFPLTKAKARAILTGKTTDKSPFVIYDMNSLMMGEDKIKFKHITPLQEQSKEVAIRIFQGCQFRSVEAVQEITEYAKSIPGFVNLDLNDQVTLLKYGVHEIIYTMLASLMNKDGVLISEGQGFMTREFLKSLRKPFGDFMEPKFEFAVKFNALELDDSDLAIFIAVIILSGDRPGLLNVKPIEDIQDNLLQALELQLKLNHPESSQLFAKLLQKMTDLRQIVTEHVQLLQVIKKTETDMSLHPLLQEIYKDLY
ROMK mod: human ROMK K+ channel modulation, primary screen; AID 1918; P48048; B-score at 10 µM; Tet-inducible ROMK, thallium flux fluorescence; actives lie on both sides; actives 2% (n = 130,000);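 active = signal ratio slope over the read window, or its plate-corrected B-score, at least 3 SD from the plate mean, either direction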;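 also: B-score of the F/F0 ratio slope over 7 to 12 s after thallium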
S1P3 antag: antagonists of human S1P3 receptor. Q99500. CHO S1P3 NFAT-BLA reporter, FRET fluorescence, antagonist mode. inhibition, % at 4.98 µM. actives 0.27% (n = 170,000). AID 485;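 active = inhibition above the plate cutoff, the mean inhibition of test wells on that plate plus 3 SD, cut at about 28% in these data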;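 also: cells challenged with S1P at its EC80 of 0.8 µM; blue over green emission ratio from cleaved BLA substrate after 4 h stimulation; 0% = S1P-stimulated wells and 100% = unstimulated DMSO-only wells; some compounds past the cut are filed as inactive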
Target sequence (Q99500 whole entry, looked up): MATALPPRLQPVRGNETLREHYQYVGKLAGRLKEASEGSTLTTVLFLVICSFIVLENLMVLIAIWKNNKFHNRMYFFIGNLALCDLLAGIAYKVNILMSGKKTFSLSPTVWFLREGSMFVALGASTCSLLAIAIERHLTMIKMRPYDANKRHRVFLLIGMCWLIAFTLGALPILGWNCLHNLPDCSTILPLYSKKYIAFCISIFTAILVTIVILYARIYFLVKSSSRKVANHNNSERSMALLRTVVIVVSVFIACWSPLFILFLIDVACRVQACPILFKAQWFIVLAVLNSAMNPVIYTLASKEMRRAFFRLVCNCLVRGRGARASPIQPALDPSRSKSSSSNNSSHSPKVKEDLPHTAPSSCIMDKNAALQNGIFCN
SRC2 TRFRET art: TR-FRET artefact, counter-screen to PPARgamma/SRC-2 agonist assay; actives 0.4% (n = 200,000); TR-FRET ratio at 8 µM; AID 1049; hits give high values; in the data active = TR-FRET ratio above about 2000; also: inactives centre near 1500
PMI act: activators of human phosphomannose isomerase; purified human PMI, coupled resazurin fluorescence, 20 min; hits give high values; 1 = vehicle control, 0 substrate-free wells; P34949; activation factor at 20 µM; actives 0.005% (n = 190,000);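 active = activation factor of 2 or more at 20 µM, relative to plate controls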
PMI act hi M6P: increases human PMI activity with near-saturating mannose 6-phosphate | P34949 | coupled PMI enzyme assay, resazurin fluorescence, 20 min; hits give high values; 1 = untreated enzyme, 0 = substrate-free blank | activation factor at 20 µM | actives 0.34% (n = 190,000) | AID 1216;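 active = activation factor of 2 or more at 20 µM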
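Test system – human PMI in coupled enzyme assay · Timing – 20 min incubation at room temperature · Detection – Diaphorase-driven resazurin-to-resorufin fluorescence, excitation 544, emission 590 nm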
PPARg SRC1 recr: PPARgamma-driven SRC-1 recruitment agonism. actives 0.41% (n = 200,000). AID 631. P37231. activation, % at 8 µM. PPARgamma-SRC-1 coactivator recruitment biochemical assay; in the data active = activation above about 19%;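 also: 0% = DMSO and 100% = reference agonist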
PPARg SRC-3 ag: agonists of human PPARgamma SRC-3 coactivator recruitment; activation, % at 8 µM; biochemical PPARgamma/SRC-3 coactivator recruitment assay; actives 0.26% (n = 200,000); AID 731; P37231; in the data active = activation above about 23%;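 also: 0% = DMSO and 100% = reference agonist; some compounds past the cut are filed as inactive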
G6PDH CS: inhibits Leuconostoc G6PDH, flagging false hits in G6PDH-based assays; Purified L. mesenteroides G6PDH, diaphorase/resazurin coupled fluorescence, 45 min; inhibition, % at 5 µM; actives 0.12% (n = 200,000); AID 1020; in the data active = inhibition above about 50%
Active calls of the source: *; nt = not tested or not shown.

Compound,Diaphorase act,Diaph inh CS,PPARg SRC2 recr,ROMK mod,S1P3 antag,SRC2 TRFRET art,PMI act,PMI act hi M6P,PPARg SRC1 recr,PPARg SRC-3 ag,G6PDH CS
CC(C)CC(c1nnnn1C1CCCCC1)N1CCN(c2ncccn2)CC1 (stereo not given),1,2,5,0.24,23,1559,1,1,3,2,16
Cc1ccc(C(=O)N/C(=C\c2ccco2)C(=O)NCCCn2ccnc2)cc1C,1.2,-16,-16,nt,nt,1628,0.9,0.9,5,1,27
CCOc1ncccc1C(=O)OCC(=O)Nc1ccc(C(C)C)cc1,0.9,12,2,-0.99,-9,1739,1,0.9,4,3,-4
Cc1cc(NC(=O)CSc2nc3c([nH]c4ccccc43)c(=O)n2-c2cccc(C(F)(F)F)c2)no1,0.9,9,0,0.55,nt,1368,0.9,1,6,0,6
O=S(=O)(c1cccc2nsnc12)N1CCN(C/C=C\c2ccccc2)CC1,1,4,3,-1.6,nt,1451,0.9,1,1,4,-2
O=C(Cn1c(C(F)(F)F)nc2ccccc21)NCCN1CCCC1,0.9,5,10,nt,-20,1568,0.9,0.9,0,-8,-2
Cc1cccc(OCC(=O)Nc2cccc(O)c2)c1,0.8,17,11,-0.56,6,1520,0.9,0.9,-5,-3,-22
CC(C)C(=O)OCC(=O)Nc1ccc2c(c1)CCC2,1,-3,1,-0.35,nt,1290,1.1,1.1,-3,7,-2
CCn1cc(C=C2C(=O)c3ccccc3C2=O)c2ccccc21,0.8,18,3,-0.043,-18,1517,0.9,0.8,-8,2,-25
Cc1ncc(CN2CCN(C(C)C)C(CCO)C2)s1 (stereo not given),0.8,17,6,1.2,-2,1662,0.9,0.9,2,5,11
COCCN1Cc2cccc(C(=O)Nc3cc(OC)ccc3OC)c2C1=O,0.8,21,2,-0.0065,-21,1580,0.8,0.9,3,0,7
C/C(CCc1ccccc1)=N\NC(=O)c1ccccc1,0.9,13,1,0.11,-7,1580,1.1,1.1,-1,0,-5
CCN1CCN(C(=O)c2cc(S(=O)(=O)Nc3ccc(S(C)(=O)=O)cc3)ccc2Cl)CC1,1,0,1,-0.57,-24,1598,1.2,1.1,9,1,2
CCOc1nc(Nc2ccc(OC)cc2)nc(N2CCOCC2)n1,0.9,7,-3,0.24,6,1554,0.9,0.9,-1,2,-2
Oc1ccccc1C1=Nc2ccccc2N=C(c2cccs2)C1,0.8,16,0,nt,nt,1531,0.9,1,-6,-2,4
FC(F)(F)c1cccc(-n2cccc2/C=N/n2cnnc2)c1,0.9,11,20,nt,nt,1538,1,0.9,6,4,12
COC(=O)C(Nc1ccccc1Cl)(c1cc(C)c(O)c(C)c1)C(F)(F)F (stereo not given),0.7,26,-2,nt,nt,1432,0.8,0.9,-1,-8,-2
Cc1cc(C)nc(SC(C(=O)O)c2ccccc2)n1 (stereo not given),0.8,19,0,nt,-14,1424,0.9,1,-3,2,-2
O=c1cc(CSc2nnnn2-c2ccccc2)nc2scc(-c3ccccc3)n12,0.8,16,2,-0.24,1,1496,0.9,0.9,1,-3,0
COC(=O)C(Cc1c[nH]c2ccccc12)NC(=O)CNC(C)=O (stereo not given),1,2,2,0.00058,nt,1457,1,1.1,3,1,15

Ordered by number of heavy atoms (lowest first): some entries from above.
Compound,Diaphorase act,Diaph inh CS,PPARg SRC2 recr,ROMK mod,S1P3 antag,SRC2 TRFRET art,PMI act,PMI act hi M6P,PPARg SRC1 recr,PPARg SRC-3 ag,G6PDH CS
COC(=O)C(Nc1ccccc1Cl)(c1cc(C)c(O)c(C)c1)C(F)(F)F (stereo not given),0.7,26,-2,nt,nt,1432,0.8,0.9,-1,-8,-2
O=S(=O)(c1cccc2nsnc12)N1CCN(C/C=C\c2ccccc2)CC1,1,4,3,-1.6,nt,1451,0.9,1,1,4,-2
Cc1cc(NC(=O)CSc2nc3c([nH]c4ccccc43)c(=O)n2-c2cccc(C(F)(F)F)c2)no1,0.9,9,0,0.55,nt,1368,0.9,1,6,0,6

(more compounds)
Compound,Diaphorase act,Diaph inh CS,PPARg SRC2 recr,ROMK mod,S1P3 antag,SRC2 TRFRET art,PMI act,PMI act hi M6P,PPARg SRC1 recr,PPARg SRC-3 ag,G6PDH CS
COc1ccc(C(=O)CSc2nc3c(c(=O)n(C)c(=O)n3C)n2C)cc1,nt,nt,-5,-0.0072,-9,1472,nt,nt,-7,-1,12
O/N=C1\CCCc2nnc3c(c21)CCCC3,0.9,8,10,nt,-16,1498,1,1,7,-3,2
CCc1ccc(NC(=S)N2CCCCCCC2)cc1,0.8,17,-5,0.3,-14,1393,1.1,1.1,-4,-3,14
O=C(COC(=O)C1=COCCO1)Nc1cccc(Oc2ccccc2)c1,0.9,11,-7,-1.6,nt,1515,1,1,-1,2,2
COc1ccc(-c2noc(CCC(=O)NCc3cc(Br)ccc3OC)n2)cc1,0.8,18,0,-0.033,nt,1527,0.9,1.1,5,2,-4
c1cnc(NC2C3CC4CC(C3)CC2C4)nc1 (stereo not given),0.9,10,-6,0.19,14,1533,0.8,0.9,-3,-9,11
CC1=C(C#N)C(NC(=O)c2ccc(C)cc2)(C(F)(F)F)C(=O)N1 (stereo not given),0.9,14,3,nt,nt,1595,0.8,0.8,0,-2,3
Cc1cc(C)c(S(=O)(=O)NCc2cn3c(C)csc3n2)cc1C,1.1,-8,4,-0.17,-42,1388,1.1,1.1,5,-14,4
Cc1ccccc1Cn1ccc(NC(=O)c2cc3nc(-c4ccco4)cc(C(F)(F)F)n3n2)n1,1,1,11,1.1,24,1649,1.1,1.1,4,3,-1
Cc1ccc2cc(CCNS(=O)(=O)c3ccc(F)cc3)c(=O)[nH]c2c1C,0.8,22,9,nt,-13,1547,1,1.1,2,0,8
Cc1ccc(-c2nnn(Cc3nc(N)nc(N4CCOCC4)n3)n2)cc1,0.9,8,10,-0.6,-27,1814,0.9,0.9,1,-3,-2
COc1cc(OC)c(-c2nn3c(-c4cccnc4)nnc3s2)cc1OC,1,-2,nt,nt,-11,nt,1,1,nt,nt,6
Cc1cccc(NC(=O)/C(C#N)=C\c2ccc(C(=O)O)cc2)c1,0.9,7,11,-0.25,12,1453,1.2,1.1,5,3,4
C=CCn1c(C)nnc1SCC(=O)c1[nH]c(C)c(C(C)=O)c1C,0.9,7,-1,0.15,-15,1611,1,1,-3,2,1
COc1cccc(C(=O)NCCN2C(=O)S/C(=C/c3cccs3)C2=O)c1OC,0.8,18,11,-0.5,-6,1527,0.9,1,2,-2,-7
COc1ccc(N2CCN(CCCNC(=O)C3(S(=O)(=O)c4ccc(Cl)cc4)CC3)CC2)cc1,1,-2,7,nt,-1,1605,1,1,5,6,-14
O=C(NC(Cc1ccc2c(c1)OCO2)C(=O)NC(Cc1ccccc1)C(=O)O)c1ccccc1 (stereo not given),0.9,12,4,0.5,nt,1727,0.9,1,6,9,0
Cc1nn(Cc2ccccc2)c(C)c1C(=O)Nc1ccc(N2CCOCC2)cc1,0.8,15,5,nt,-16,1512,1,1,7,15,0
COc1ccc(-c2n(Cc3ccccc3)c3ccccc3[n+]2Cc2ccccc2)cc1,1.4,-35,-2,0.075,-9,1436,1.2,1.2,-4,0,13
O=Cc1s/c(=N\S(=O)(=O)c2ccccc2)n(CCCCl)c1Cl,1,3,5,-6.1*,-2,1438,1,1,0,7,2

Arranged by value in PPARg SRC1 recr (high to low): three from the list above
Compound,PPARg SRC2 recr,ROMK mod,S1P3 antag,PMI act,PMI act hi M6P,PPARg SRC1 recr,PPARg SRC-3 ag,G6PDH CS
O/N=C1\CCCc2nnc3c(c21)CCCC3,10,nt,-16,1,1,7,-3,2
O=C(COC(=O)C1=COCCO1)Nc1cccc(Oc2ccccc2)c1,-7,-1.6,nt,1,1,-1,2,2
COc1ccc(C(=O)CSc2nc3c(c(=O)n(C)c(=O)n3C)n2C)cc1,-5,-0.0072,-9,nt,nt,-7,-1,12

Carrying on:
Compound,Diaphorase act,Diaph inh CS,PPARg SRC2 recr,ROMK mod,S1P3 antag,SRC2 TRFRET art,PMI act,PMI act hi M6P,PPARg SRC1 recr,PPARg SRC-3 ag,G6PDH CS
COc1ccc(OC)c(C2C(C(=O)c3cccs3)=C(O)C(=O)N2c2cc(C)on2)c1 (stereo not given),1,-2,2,nt,-18,1544,1.1,1.2,-6,-2,11
O=C(Nc1ccccc1Cl)c1ccc(COc2ccc3c(c2)CCC3)cc1,0.9,5,-1,nt,-5,1391,0.8,0.9,1,0,-4
Clc1ncn(C23CC4CC(CC(C4)C2)C3)n1,0.8,16,1,nt,-10,1434,1,1,-11,-5,-2
COc1cccc(CNC(=O)N[C@@H](CC(C)C)C(=O)O)c1,0.9,13,-6,-0.64,nt,1561,1,1,-4,3,-4
N=c1c2c3c(sc2ncn1N)CCCC3,0.9,7,-2,-0.063,1,1317,0.8,0.9,-9,0,13
O=C(Nc1cccc(Cl)c1)c1ccc(Cn2cc(Cl)cn2)cc1,0.9,15,9,nt,9,1816,0.8,1,10,-2,-15
CCS(=O)(=O)N1Cc2ccccc2CC1C(=O)Nc1ccc(OC)cc1 (stereo not given),1,2,-10,0.61,-3,1537,1.1,0.9,-3,-7,1
Cc1cc(=O)oc(C)c1C(=O)N1CCN(Cc2ccc3c(c2)OCO3)CC1,1,4,6,0.22,nt,1574,1.1,1,7,2,1
NCCCC[C@@H]1NC(=O)c2cc([N+](=O)[O-])cc(F)c2NCCCC[C@@H](C(N)=O)NC(=O)[C@H](CCC(N)=O)NC1=O,1,-1,-1,0.37,-18,1469,0.9,0.8,4,-1,16

Bioassay records: PubChem, several laboratories
